Screening data as filed in PubChem.
Rin1-Abl PPI inh: human Rin1-Abl interaction inhibition | TR-FRET Rin1/Abl binding, biochemical | actives 0.4% (n = 360,000) | inhibition, % at 7.35 µM | P00519+Q13671; in the data active means inhibition above about 5%, passing the limit was not always enough
Rpn11 block: blocks the human proteasome subunit Rpn11 | human 26S proteasome, Ub4-pepOG fluorescence polarization; 20S core pre-blocked with epoxomicin | calls only at 20 µM | O00487 | actives 0.59% (n = 360,000) | AID 588493;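 active means inhibition at 20 µM, scaled to each plate's controls, above about 33%, limit read from the data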
DNMT1 block: blocks human DNA methyltransferase DNMT1; inhibition (reported as % activation of signal), % at 10 µM; P26358; DNMT1 molecular beacon, Hinp1I cleavage, fluorescence; actives 0.83% (n = 360,000); AID 588458; in the data active means inhibition above about 50%
STEP inh: STEP (human) phosphatase inhibition | actives 0.25% (n = 360,000) | recombinant STEP, OMFP fluorogenic substrate, fluorescence | inhibition, % at 20 µM | P54829;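 active means inhibition at 20 µM, scaled per plate between control wells, above about 37%, limit read from the data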;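 further: 0% = DMSO with enzyme and substrate and 100% = substrate only without enzyme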
Target sequence (P54829 whole entry, looked up): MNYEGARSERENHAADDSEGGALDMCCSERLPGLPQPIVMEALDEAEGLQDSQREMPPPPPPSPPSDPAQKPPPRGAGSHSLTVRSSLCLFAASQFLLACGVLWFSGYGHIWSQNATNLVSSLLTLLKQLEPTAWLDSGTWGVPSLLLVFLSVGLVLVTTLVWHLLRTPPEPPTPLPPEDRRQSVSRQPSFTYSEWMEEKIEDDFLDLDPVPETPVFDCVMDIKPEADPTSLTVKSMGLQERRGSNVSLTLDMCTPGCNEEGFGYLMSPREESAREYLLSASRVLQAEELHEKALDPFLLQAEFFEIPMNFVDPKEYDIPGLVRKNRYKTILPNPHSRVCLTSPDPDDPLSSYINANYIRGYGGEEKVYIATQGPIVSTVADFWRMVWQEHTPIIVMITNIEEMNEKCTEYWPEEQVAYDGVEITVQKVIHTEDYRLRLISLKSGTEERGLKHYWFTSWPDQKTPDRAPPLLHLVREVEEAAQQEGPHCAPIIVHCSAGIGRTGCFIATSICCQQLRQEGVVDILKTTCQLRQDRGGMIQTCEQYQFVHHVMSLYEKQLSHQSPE
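Assay system: isolated STEP enzyme / Timing: 20 min at room temperature, dark / Doses: 20 µM, 1% DMSO / Technique: fluorescence intensity, excitation 480 nm, emission 540 nm / Reagent: fluorogenic phosphatase substrate OMFP at 25 µM final / Measure: percent inhibition scaled to no-enzyme and uninhibited-enzyme controls, plate-pattern corrected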
LMPTP block: blocks human LMPTP phosphatase; actives 0.22% (n = 360,000); recombinant LMPTP-A, OMFP fluorogenic substrate, fluorescence intensity; AID 651560; P24666; inhibition, % at 20 µM;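 active means compounds that cut the enzyme signal by at least half of the control window in the single-dose screen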;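 further: plate controls were DMSO wells with enzyme plus substrate for no effect and substrate without enzyme for full effect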
Target sequence (P24666 whole entry, looked up): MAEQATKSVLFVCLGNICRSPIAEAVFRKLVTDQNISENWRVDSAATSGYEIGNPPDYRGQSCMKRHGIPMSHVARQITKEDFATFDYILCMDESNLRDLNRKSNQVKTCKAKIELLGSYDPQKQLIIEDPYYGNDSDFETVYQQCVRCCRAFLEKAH
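Test system – LMPTP-A enzyme · Amount – LMPTP-A at 0.625 nM final in the reaction · Buffer or medium – Bis-Tris pH 6.0, DTT, detergent · Reagent – OMFP 400 µM · Doses – single 20 µM dose · Schedule – reaction 50 min, room temperature, dark · Detection – fluorescence intensity of OMFP turnover product · Evaluation – percent inhibition versus substrate-only and uninhibited controls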
NadD inh: NadD (S. aureus) enzyme inhibition; inhibition, % at 20 µM; AID 602399; actives 0.78% (n = 360,000); purified NadD enzyme, colorimetric absorbance read-out; in the data active means inhibition above about 26%; further: some compounds past the cut are filed as inactive
Scp1 inh: blocks human Scp-1 phosphatase activity; Q9GZU7; Recombinant Scp1, phosphopeptide, malachite green phosphate absorbance; inhibition, % at 20 µM; actives 0.88% (n = 340,000); AID 493091;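 active means inhibition above about 50% at 20 µM, limit read from the data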;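 further: plate controls were DMSO wells with enzyme for no effect and wells lacking enzyme for full effect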
Target sequence (Q9GZU7 76-261 limits assumed): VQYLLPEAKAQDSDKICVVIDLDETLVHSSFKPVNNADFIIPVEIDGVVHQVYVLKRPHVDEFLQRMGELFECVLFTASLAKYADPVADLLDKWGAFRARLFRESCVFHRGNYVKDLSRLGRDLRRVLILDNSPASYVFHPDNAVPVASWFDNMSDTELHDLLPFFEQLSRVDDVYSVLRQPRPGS
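assay system = SCP-1 phosphatase catalytic domain, residues 76-261 | buffer or medium = 50 mM Tris acetate pH 5.5, 0.005% Tween-20, 10 mM MgCl2 | incubation = enzyme reaction 45 min at room temperature, colour 5 min, stabilisation 30 min | signal = Phosphate-binding colour reagent, absorbance read at 630 nm | measure = % inhibition at 20 µM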
Neddyl block: blocks human cullin neddylation; P61081+Q13564; TR-FRET cullin neddylation, biochemical; calls only at 25 µM; actives 0.58% (n = 360,000); AID 651699; in the data active means inhibition above about 36%
CSN deneddyl inh: blocks human CSN-mediated cullin deneddylation | AID 651999 | actives 0.38% (n = 360,000) | Q92905 | Purified CSN, SCF-Nedd8-OG deneddylation, fluorescence polarization | inhibition, % at 12.5 µM;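 active means pattern-corrected inhibition above about 35%, with an unprinted fluorescence ratio check between 0.5 and 1.5, limit read from the data, passing the limit was not always enough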;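 further: 0% = enzyme with substrate and 100% = substrate without enzyme; some results filed as inactive read as strong as hits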
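Test system: purified human Csn5 enzyme expressed in HEK293T cells. Amount: 0.24 nM enzyme. Reagent: SCFSkp2-Nedd8OG substrate at 10 nM final. Schedule: 90 min incubation of compound, enzyme and substrate at room temperature. Detection: fluorescence polarization. Read-out: % inhibition of substrate cleavage by Csn5.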
SUMO1 PPI mod: modulators of human SUMO1-mediated protein-protein interactions; P63165; SUMO1 binding to a labelled peptide, TR-FRET, 1 h; inhibition, % at 20 µM; actives 0.33% (n = 360,000); AID 602429; in the data active means inhibition above about 37%
Target sequence (P63165 whole entry, looked up): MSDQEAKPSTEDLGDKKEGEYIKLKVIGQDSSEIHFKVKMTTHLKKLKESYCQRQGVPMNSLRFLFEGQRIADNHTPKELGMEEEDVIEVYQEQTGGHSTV
* hit, by the source's call; i = inactive; x = not tested or not shown.

Every second line gives: Rin1-Abl PPI inh	Rpn11 block	DNMT1 block	STEP inh	LMPTP block	NadD inh	Scp1 inh	Neddyl block	CSN deneddyl inh	SUMO1 PPI mod
Cc1ccc(-c2csc(NC(=O)c3ccc(C)o3)n2)cc1
 : -4	i	-10	1	3.1	-7	-12	i	4	-1
O=c1cc(-c2ccc3c(c2)OCO3)oc2ccccc12
 : 1	i	2	2	1.4	2	-5	x	4	-7
COc1ccc(CNC(=O)[C@@H](Cc2ccccc2)NC(=O)CC[C@H]2O[C@@H](n3ccc(=O)[nH]c3=O)[C@H](O)[C@@H]2O)cc1
 : 0	i	-1	-2	-3.3	-4	x	i	-1	-1
CCOC(=O)c1c(S(=O)(=O)Nc2cccc(-c3ccno3)c2)c(C)n(C)c1C
 : -2	i	-5	1	0.9	-5	-10	i	-6	7
CCOc1ccc(Cn2nnc(C(=O)NCCc3ccccc3)c2N)cc1
 : -4	i	3	-1	0.4	0	-8	i	-4	0
Cc1ccccc1NC(=O)C1CCN(C(=O)N2CCOc3ccccc32)CC1
 : 3	i	0	-1	2.2	7	-5	i	-2	-3
CC(C)(C)NC(=O)N1CCC(CO)(Cc2ccccc2Cl)CC1
 : -3	i	3	-2	-1.9	-10	-5	i	-2	2
O=C(COC(=O)c1ccc(N2CCCC2=O)cc1)NCc1ccco1
 : 3	i	1	0	1.0	-3	2	i	4	-7
N/C(=N\OC(=O)C(c1ccccc1)c1ccccc1)c1ccccn1
 : 3	i	1	0	2.4	3	-1	i	-3	-2
COc1cccc(N2CCN(C(=O)C3CCN(S(=O)(=O)c4ccc5c(c4)CC(C)N5C(C)=O)CC3)CC2)c1 (configuration not stated)
 : 5	i	-4	7	0.2	6	-5	i	2	5
Cc1ccc[n+](CC(=O)Nc2ccc(Cl)c([N+](=O)[O-])c2)c1
 : 1	i	3	-1	-1.1	-9	84*	i	2	-17
Cc1ccccc1-n1ccnc1SCC(=O)Nc1cccc(S(=O)(=O)NC2=NCCC2)c1
 : 3	i	5	-1	-1.0	4	-3	i	3	3
COCCNC(=O)/C(C#N)=C/c1cc(C)n(-c2ccc(C)cc2)c1C
 : -2	i	-15	3	1.1	-4	3	i	-12	-14
COC/C=C/C1=CC2=CC(=O)C(C)(OC(=O)c3cnc4ccccc4n3)C(=O)C2=CN1CCCOC(C)C (configuration not stated)
 : 3	i	-9	4	-8.8	8	2	i	1	-13
Cc1c(C(=O)N(Cc2ccco2)Cc2cccs2)oc2ccccc12
 : 1	i	40	0	4.5	16	-2	i	10	8
Cc1ccc2[nH]c(=O)c3cc(C(=O)NCCN4CCN(C)CC4)sc3c2c1
 : -8	i	0	0	-3.0	-1	-12	x	2	-12
O=C(N/N=C/c1cccc(OC(=O)c2ccc([N+](=O)[O-])cc2)c1)c1cccnc1
 : -1	i	2	-1	-2.2	-13	-7	i	1	3
Cc1[nH]n(-c2ncc(-c3ccccc3)s2)c(=O)c1C(c1ccc(Cl)cc1)C(C#N)C#N (configuration not stated)
 : 2	i	-22	2	6.4	8	-8	i	4	24
CCN(CC(=O)NCc1cccs1)C(=O)c1ccc(S(=O)(=O)N(CC)c2ccccc2)cc1
 : 1	i	0	-4	-1.3	2	-6	i	-4	-1
Cn1c(CCNC(=O)c2ccc(F)cc2)nc2ccccc21
 : -2	i	1	-2	-1.0	-5	-5	i	-1	-2
COC(=O)c1ccc(CSc2nnnn2C)o1
 : 1	i	5	-2	-1.5	1	1	i	3	3
CSC[C@@H]1NC(=S)N(c2ccc(C)cc2)C1=O
 : 1	i	-22	0	-2.2	1	-2	i	4	0
CCOC(=O)C1=CN(Cc2cccc(-c3ccc4c(c3)OCO4)c2)S(=O)(=O)N(C)C1C (configuration not stated)
 : -4	i	-3	1	3.0	-3	-7	i	-7	2
COc1ccc2c(c1)Sc1ccccc1N2
 : -4	i	-15	3	0.3	7	-1	i	-3	-9
O=C(CCc1ccccc1)N1CCCC(Nc2ccc(F)cc2)C1 (configuration not stated)
 : -3	i	0	2	-0.3	2	1	i	-2	-4
CC(C)C[C@H](NC(=O)c1nc[nH]c1C(=O)NCCNC(=O)OC(C)(C)C)C(=O)CNCCNC(=O)c1[nH]cnc1C(=O)N[C@@H](C)C(=O)OC(C)(C)C
 : 2	i	10	0	-1.8	10	-3	i	-1	-9
Cc1cccc([C@@H](NC(=O)OC(C)(C)C)C(=O)OC(C)(C)C)c1
 : 1	i	-5	1	-0.1	-6	-7	i	-1	2
CCOC(=O)N1CCN(C(=O)CSc2nc(=O)n3cc(C)ccc3n2)CC1
 : 2	i	3	2	1.8	-4	2	i	0	-2
COc1ccc(CCNC(=O)c2cccc(C(=O)NCCc3ccc(OC)cc3)n2)cc1
 : 2	i	7	-1	0.9	-17	-18	i	2	1
CCCCN=c1sc(C(=O)OC)cc(=O)n1CCCC
 : -3	i	2	3	-0.2	3	-2	i	9	-7

Laid out differently: entries from further up
molecule | Rin1-Abl PPI inh | Rpn11 block | DNMT1 block | STEP inh | LMPTP block | NadD inh | Scp1 inh | Neddyl block | CSN deneddyl inh | SUMO1 PPI mod
CCOc1ccc(Cn2nnc(C(=O)NCCc3ccccc3)c2N)cc1 | -4 | i | 3 | -1 | 0.4 | 0 | -8 | i | -4 | 0
Cc1ccc[n+](CC(=O)Nc2ccc(Cl)c([N+](=O)[O-])c2)c1 | 1 | i | 3 | -1 | -1.1 | -9 | 84* | i | 2 | -17
Cc1c(C(=O)N(Cc2ccco2)Cc2cccs2)oc2ccccc12 | 1 | i | 40 | 0 | 4.5 | 16 | -2 | i | 10 | 8

(next part)
Every second line gives: Rin1-Abl PPI inh	Rpn11 block	DNMT1 block	STEP inh	LMPTP block	NadD inh	Scp1 inh	Neddyl block	CSN deneddyl inh	SUMO1 PPI mod
CN(C1CCCCC1)S(=O)(=O)c1ccc(NC(=O)Cn2nc(-c3ccc(F)cc3)ccc2=O)cc1
 : -2	i	-11	-5	1.7	15	-9	i	2	2
Cc1ccc2cc(CCNC(=O)c3ccc(S(=O)(=O)N4CCOCC4)cc3)c(=O)[nH]c2c1
 : -1	i	-3	2	-0.1	-1	-10	i	4	3
O=C(OCC(=O)N1CCCC1)c1cnc(Cl)c(Cl)c1
 : -2	i	1	0	-0.6	3	-5	i	1	2
CCOC(=O)C1CCN(C(=O)c2cccc(S(=O)(=O)N3c4ccccc4CC3C)c2)CC1 (configuration not stated)
 : 2	i	1	0	-0.8	-1	-8	i	-3	0
CC1CCCCN1C(=O)CN1C(=O)CSc2ccc(S(=O)(=O)N3CCOCC3)cc21 (configuration not stated)
 : 2	i	0	2	-0.6	-4	-1	i	-3	3
Cc1cc(C)cc(Nc2ccc3nonc3c2[N+](=O)[O-])c1
 : -4	i	-2	2	1.4	-3	-5	i	2	-17
CCOc1cc(S(=O)(=O)NCc2ccc3c(c2)OCO3)c(C)cc1C
 : 0	i	1	1	2.3	-14	-12	i	3	-3
CC(=O)c1cccc(NC(=O)C(C)OC(=O)c2ccc(Br)o2)c1 (configuration not stated)
 : 1	i	-4	2	-1.1	2	-8	i	-3	-1
Cc1cc(-c2nnc3n2N=C(c2ccc(F)cc2)CS3)n[nH]1
 : -2	i	0	-3	-0.4	-4	-7	i	1	-14
Fc1ccc(Nc2nc(-c3ccncc3)nc3ccccc23)cc1
 : -1	i	9	6	4.9	6	8	i	-4	7
COc1ccc(NC(=O)CCC(=O)Nc2nnc(CC(C)C)s2)cc1Cl
 : 0	i	0	3	-0.1	5	-4	i	-1	1
COC(=O)c1ccc(NC(=O)C2CCN(C(=O)c3cc(OC)c(OC)c(OC)c3)CC2)cc1
 : 0	i	-5	-3	-1.9	14	13	i	4	0
CCCN(CCC)S(=O)(=O)c1ccc(C(=O)Nc2nc(-c3ccccc3)c(C(=O)OCC)s2)cc1
 : -4	i	-15	2	1.2	11	-11	i	-4	17
CCOC(=O)N1CCN(C(=O)c2ccccc2NC(C)=O)CC1
 : 2	i	2	1	0.9	-3	1	i	-8	1
CCCN1C(=O)/C(=C/c2ccc(N3CCCC3)c(C)c2)NC1=S
 : -4	x	0	-58	5.8	6	-7	i	56	-54
Cc1ccc(CNC(=O)c2ccccc2NC(=O)C2=CSCCO2)cc1
 : 0	i	2	1	1.6	-6	-11	i	2	1
COc1ccc(-c2nc3ccc(C)cn3c2CC(C)(C)C)cc1OC
 : 4	i	12	0	0.9	-5	x	i	4	2
COc1cccc(C(=O)Nc2ccc(F)cc2F)c1
 : 1	i	-2	-3	-1.4	-1	-5	i	-4	-1
Cc1cccc(NC(=S)NNc2cccc(Cl)c2)c1
 : 3	i	-3	3	2.0	10	1	i	3	0
COc1cc(/C=N/NC(=O)Cn2nnc3ccccc32)ccc1O
 : 2	i	3	-2	-0.8	1	7	i	0	-1
Cc1ccc(C)c(-n2c(-c3ccco3)n[nH]c2=S)c1
 : 2	i	3	0	0.1	4	-4	i	1	2
Nc1ccc2nc3c(=O)n(CCc4ccccc4)c(=O)[nH]c3nc2c1
 : -26	i	51*	-75	3.4	2	-2	i	-78	-36
CCOC(=O)c1sc(NC(=O)C2CC2)cc1C
 : 1	i	-1	-4	-0.1	1	-7	i	-3	7
O=C(N=C1SC2CS(=O)(=O)CC2N1c1ccc(Br)cc1)C1CCCO1 (configuration not stated)
 : -3	i	2	-5	-2.2	0	11	i	-2	4
CCN1CCN(C(CNC(=O)c2ccc3c(c2)OCO3)c2cccnc2)CC1 (configuration not stated)
 : -3	i	5	1	-3.3	3	-8	i	3	1
CC(C)[C@@H](C(=O)N[C@@H](CCc1ccc(O)cc1)C(=O)O)N(C)C(=O)[C@H](CO)NC(=O)[C@@H](O)[C@H](N)CCCCCCCCl
 : 1	i	-6	-1	-0.6	5	x	i	-4	3
Cc1cccc(C)c1NC(=O)c1cc(-c2ccccn2)nc2ccccc12
 : 1	i	1	1	-0.2	4	-7	i	-3	-11
O=C(NN=C1CCCC1)c1cc(Cl)cc(Cl)c1O
 : 5	i	0	1	-1.9	13	-11	x	-6	6
CCCNc1nc2ccccc2c(=O)[nH]1
 : 0	i	1	1	0.8	-7	-7	i	7	7
CC1CCc2sc(C(=O)NCc3ccc(F)cc3)cc2C1 (configuration not stated)
 : -2	i	0	0	0.1	3	-14	i	-1	-2
COc1cc(C(=S)N2CCOCC2)cc(OC)c1OC
 : 3	i	-5	-1	-0.6	-4	4	i	-2	-2
CCOc1ccc(/C=N/NC(=O)c2[nH]c3ccc(C)cc3c2C)cc1
 : -2	i	-7	80*	30	9	-5	i	20	23
O=C(NCCCn1ccnc1)/C(=C\c1cccnc1)NC(=O)c1ccco1
 : 0	i	2	-3	-5.5	-2	7	i	3	-2
OCCOCCNc1ncnc2c1c(-c1ccccc1)cn2-c1ccccc1
 : 1	i	-1	-3	1.4	-4	-5	i	1	-1
